KB-V1 cytotox = KB-V1 MDR subline cytotoxicity | 400,000 tested, 3.4% active | KB-V1 MDR cells viability, CellTiter-Glo, 72 h | Potency, µM (series often up to 46.1 µM), without a hit: at the highest dose activity change, negative = cytotoxicity, most hits filed as cytotoxic; also: % is scaled to controls: 0 for no effect and ±100 for the full control effect; nearly all actives have a fitted effect of over 60% in size
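qHTS viability screen in drug-selected KB-V1 MDR cells: 72 h compound treatment at 37 degrees C, ATP luminescence end point.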
SW480 rereplic = induces DNA re-replication in SW480 colon adenocarcinoma cells; SW480 DNA re-replication, Hoechst DNA content imaging, 48 h; Potency, µM (doses to about 46.1 µM), inactives show top-dose re-replication activation, hits mostly activators; 340,000 tested, 1.8% active; AID 624297; also: % of control where 0% means no effect; nearly all actives have a fitted effect of over 55% in size
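250 cells/well; 23 nL cpd via pin tool; 48 hr, 37 C, 5% CO2; Hoechst 40 min; imager read of total nuclear intensity, ex 405/em 500-530 nm.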
TDP-43 yeast inh = inhibitors of TDP-43 toxicity in yeast. TDP-43 expressing yeast growth rescue, BacTiter-Glo, 24 h. AID 652104. 410,000 tested, 1.8% active. Potency, µM (top dose mostly 46.1 µM), for inactives: at the highest dose growth rescue (activation), actives largely listed as activators; also: % of control where 0% means no effect; nearly all actives have a fitted effect of over 50% in size
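Luminescence from BacTiter-Glo reports growth of TDP-43-expressing yeast after 24 hr at 30 deg C with compound. Cells were raffinose-pregrown to mid-log, then seeded in galactose medium at OD600=0.02.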
HT1080-NT tox = kills 2HG-producing HT-1080-NT fibrosarcoma cells. HT-1080-NT fibrosarcoma viability, CellTiter-Glo ATP luminescence, 48 h. Potency, µM (doses to about 46.1 µM), without a hit: at the highest dose activity, negative = less viability, most hits filed as cytotoxic. 360,000 tested, 1.6% active. AID 686970;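 also: NT is the 2HG producing partner of a matched IDH1 knockdown line; 0% = DMSO-treated cells and -100% = media-only wells without cells; nearly all actives have a fitted effect of over 55% in size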
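Compounds were tested in concentration-response format on HT-1080-NT cells for 48 hours at 37 degrees C. Cell viability came from CellTiter-Glo luminescence; curves were classified by r2, response magnitude and activity.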
KB-3-1 tox = kills parental KB-3-1 adenocarcinoma cells; KB-3-1 viability, CellTiter-Glo ATP luminescence, 72 h; Potency, µM (doses to about 46.1 µM), without a hit: at the highest dose activity change, negative = cytotoxic, hits mostly cytotoxic; 400,000 tested, 1.4% active; also: % is scaled to controls: 0 for no effect and ±100 for the full control effect; nearly all actives have a fitted effect of over 60% in size
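Multi-concentration cytotoxicity screen in KB-3-1 cells grown in DMEM lacking phenol red with 10% FBS. After 72 h at 37 °C with compound, ATP-dependent luminescence was recorded.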
HT1080 IDH1KD tx = toxicity to HT-1080 IDH1 knockdown cells (counter line). HT-1080 IDH1 knockdown viability, ATP luminescence, 48 h. Potency, µM (series often up to 46.1 µM), for the others: top-dose activity, negative = toxicity, usual class: cytotoxic. 360,000 tested, 2% active;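 also: 0% = DMSO wells and -100% = cell-free medium wells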
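Viability of IDH1-knockdown HT-1080 fibrosarcoma cells was assessed by CellTiter-Glo after 48 h at 37 °C with titrated compound; concentration-effect curves were classified by fit quality and response size.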
GLP-1R inv ag = acts as inverse agonist at human GLP-1 receptor. 410,000 tested, 1.6% active. P43220. Potency, µM (highest dose often 38.3 µM), without a hit: top-dose activity change, negative = inhibition, actives largely listed as inhibitors. HEK293 GLP-1R CRE-luciferase, luminescence, 24 h; GLP-1R form is constitutively active; also: % is scaled to controls: 0 for no effect and ±100 for the full control effect; nearly all actives have a fitted effect of over 55% in size
Target sequence (P43220 whole entry, looked up): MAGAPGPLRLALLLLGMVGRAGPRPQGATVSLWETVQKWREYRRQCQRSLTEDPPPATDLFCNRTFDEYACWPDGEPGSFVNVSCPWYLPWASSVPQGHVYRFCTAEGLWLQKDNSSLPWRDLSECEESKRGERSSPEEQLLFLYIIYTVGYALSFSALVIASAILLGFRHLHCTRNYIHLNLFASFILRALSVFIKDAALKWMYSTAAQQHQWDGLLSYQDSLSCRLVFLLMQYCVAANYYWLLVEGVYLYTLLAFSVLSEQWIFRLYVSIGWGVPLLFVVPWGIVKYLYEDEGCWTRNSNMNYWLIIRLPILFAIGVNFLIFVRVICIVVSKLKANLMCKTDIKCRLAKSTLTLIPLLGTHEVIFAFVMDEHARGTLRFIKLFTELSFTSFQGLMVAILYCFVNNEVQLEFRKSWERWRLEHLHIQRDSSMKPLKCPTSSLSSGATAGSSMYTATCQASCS
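HEK293 cells stably co-expressing a cAMP-responsive luciferase reporter and constitutively active GLP-1R were seeded, incubated 12 h, then exposed to compounds for 24 h at 37 C. Luminescence was read 12 min after detection reagent; inverse agonists lower signal.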
GLP-1R agonist = GLP-1 receptor (human) agonism; P43220; HEK293 GLP-1R CRE-luciferase, luminescence, 4-6 h; cells express a hypersensitive GLP-1R form; Potency, µM (top dose mostly 45.6 µM), inactives show at the top dose activation, usual class: activators; 380,000 tested, 0.007% active; AID 624172; also: % of control where 0% means no effect
GLP1R cytotox = cytotoxic in the GLP-1 receptor inverse agonist counter-screen; HEK293 cAMP-luciferase reporter cells, luminescence, 24 h; Potency, µM (titrated, usually from 38.3 µM), without a hit: at the highest dose activity change, negative = inhibition, actives largely listed as inhibitors; 410,000 tested, 0.13% active;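 also: loss of luciferase light is scored as toxicity; % is scaled to controls: 0 for no effect and ±100 for the full control effect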
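Quantitative HTS format, 1536 wells, 200 cells/uL seeded. Compounds: 23 nL, 24 h, 37 °C. Detection: luciferase reagent, luminescence at 12 min RT; decreased signal taken as cytotoxic.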
Active calls of the source: *; ? = inconclusive; nt = not tested or not shown; & = joins results of further samples; [ ] = remark or other dose. Calls follow the shape of the dose curve; as a rule, active = well fitted curve in the direction sought with a large enough effect; inconclusive = small, poorly fitted or top-dose-only effect, or another doubt; inactive = no such curve, though single readings can be large; an effect the other way counts as inactive or inconclusive. Potency is read from the fitted curve at half-maximal effect.

Start of the listing, in advance:
SMILES	KB-V1 cytotox	SW480 rereplic	TDP-43 yeast inh	HT1080-NT tox	KB-3-1 tox	HT1080 IDH1KD tx	GLP-1R inv ag	GLP-1R agonist	GLP1R cytotox
Cc1ccccc1NC(=O)CSc1nnc(C)c(=O)[nH]1	28%&-2%	0%	-12%&0%	4%	9%&2%	-12%	9%&1%	1%	-5%&3%
CCOC(=O)c1noc2ncn(CC(=O)Nc3ccccc3OC)c(=O)c12	-16%	nt	-7%	nt	6%	nt	2%	-3%	21%
c1cc2c(cc1NC1CCCCCC1)OCO2	5%	1%	-1%	12%	20%	0%	-6%	-2%	-7%

The whole of this part, from the first entry:
SMILES	KB-V1 cytotox	SW480 rereplic	TDP-43 yeast inh	HT1080-NT tox	KB-3-1 tox	HT1080 IDH1KD tx	GLP-1R inv ag	GLP-1R agonist	GLP1R cytotox
Cc1ccccc1NC(=O)CSc1nnc(C)c(=O)[nH]1	28%&-2%	0%	-12%&0%	4%	9%&2%	-12%	9%&1%	1%	-5%&3%
CCOC(=O)c1noc2ncn(CC(=O)Nc3ccccc3OC)c(=O)c12	-16%	nt	-7%	nt	6%	nt	2%	-3%	21%
c1cc2c(cc1NC1CCCCCC1)OCO2	5%	1%	-1%	12%	20%	0%	-6%	-2%	-7%
Cc1ccc(C(=O)N/C(=C\c2cccc([N+](=O)[O-])c2)C(=O)Nc2cccc(C(=O)O)c2)cc1	4%	-5%	2%	10%	-9%	-2%	4%	-6%	-10%
COc1ccc2cc(CCNC(=O)C(C)(C)C)c(=O)[nH]c2c1	6%	-6%	25%	2%	?	16%	-5%	-2%	1%
CC(C)c1nnc(NC(=O)CSc2ncn[nH]2)s1	23%	-5%	-7%	7%	15%	8%	13%	-5%	-3%
O=c1c2ccccc2nc(/C=C/c2c[nH]c3ccccc23)n1CCO	?	16%	19%	?	-3%	?	?	9%	-31%
O=C(Nc1ccc(C(=O)N2CCCC2)cc1)c1ccccc1F	-19%	-4%	-33%[inhibitor]	?	?	?	-4%	-10%	0%
COc1ccccc1NC(=O)c1c(NC(=O)CCC(=O)O)sc2c1CCCCC2	-7%	2%	5%	-2%	-11%	-3%	14%	-3%	6%
COc1ncnc2sc3c(c12)CCCC3	8%	-7%	-1%	-5%[9.24 µM]	7%	-2%	0%	2%	-16%
CCOC(CNc1c([N+](=O)[O-])c(=O)n(C)c(=O)n1C)OCC	-13%	-5%	12%	4%	5%	?	1%	-20%	1%
Cc1cc2ncn(C(=O)N3CCOCC3)c2cc1C	19%	4%	8%	14%	6%	16%	7%	-6%	0%
COC(=O)C(C)N(C(=O)c1cccc2ccccc12)c1c(C)cccc1C (stereo not given)	-9%	?	7%	-4%	-9%	?	?	-12%	-20%
COC(=O)C(O)(CC(=O)Nc1ccc(C)c(F)c1)C(F)(F)F (stereo not given)	10%	10%	13%	-2%	?	-15%	3%	-10%	4%
CCO/C(C)=C1/SC(=S)NC1=O	21%	-5%[9.22 µM]	7%	?	?	23%	2%	-10%	10%
COc1ccc(OC)c(S(=O)(=O)N2CCC(C(=O)NCCC3=CCCCC3)CC2)c1	-7%	29%	-4%	-3%	0%	1%	-6%	12%	5%
Cc1ccccc1N=Nc1c(O)[nH]c2ccccc12	0%	-2%	27%	10%	10%	-1%	3%	-1%	6%
CC1=C(C(=O)N(C)C)CC(CC(=O)NC2CCCCC2)C(=O)N1Cc1ccc(C(C)(C)C)cc1 (stereo not given)	8%	nt	8%	-10%	5%	16%	?	-4%	-12%
O=C1c2ccccc2NC(c2ccc([N+](=O)[O-])cc2)N1O (stereo not given)	-27%	?	-49%[inhibitor]	-8%	?	-25%	10µM*	11%	3%
Cc1c(C(=O)NN)nc2ccccn12	-1%	-6%	7%	0%	-3%	-6%	5%	-2%	-12%
COc1ccc(N(C(C)C(=O)N2CCCC2)S(C)(=O)=O)cc1 (stereo not given)	22%	-1%	12%	11%	1%	8%	9%	8%	2%
O=C1NCCOC(=O)[C@H](Cc2ccc(F)cc2)C/C=C\C[C@@H]1CC(=O)N(CCO)Cc1ccccc1	4%	-1%	24%	3%	-2%	12%	1%	-3%	3%
O=C(NC1CC1)c1ccc(CS(=O)c2ccc(Br)cc2)o1 (stereo not given)	5%	-3%	6%	9%	19%	1%	13%	7%	3%
Oc1c(C(c2cccs2)N2CCN(c3ccc(F)cc3)CC2)sc2ncnn12 (stereo not given)	16%	-3%	?	0%	7%	-10%	-27%	3%	-29%
CSc1cccc(NC(=S)N(CCN(C)C)C(C)c2ccncc2)c1 (stereo not given)	?	-26%	19%	30%	0%	0%	-24%	-3%	1%

(list continues)
SMILES	KB-V1 cytotox	SW480 rereplic	TDP-43 yeast inh	HT1080-NT tox	KB-3-1 tox	HT1080 IDH1KD tx	GLP-1R inv ag	GLP-1R agonist	GLP1R cytotox
CS(=O)(=O)Nc1ccc(C2=NN(C(=O)c3ccco3)C(c3cccc(F)c3)C2)cc1 (stereo not given)	6%	-17%	-13%[0.397 µM]	-27%	26%	?	54%[activator]	13%	-19%
CCOC(=O)N1CCN(S(=O)(=O)c2ccc(C(=O)N(CCN(C)C)c3nc4ccc(Cl)cc4s3)cc2)CC1	-6%	3%	-5%	-11%	-20%	-25%	8.9µM*	-3%	0%
COc1ccc(S(=O)(=O)NC2CC(C)(C)NC(C)(C)C2)cc1	-2%	-32%[inhibitor]	7%	-2%	5%	3%	11%	-2%	-19%
COc1ccc(OC)c(NC(=O)CCNS(=O)(=O)c2cccc3nsnc23)c1	11%&6%	-10%	-4%&9%	11%	-16%&-8%	13%	2%&10%	19%&-2%	3%&4%
CC(C)(C)NC(=O)C1C(c2ccc(C(F)(F)F)cc2)=Nc2ccccc2N1C(=O)c1cccc(C(F)(F)F)c1 (stereo not given)	?	nt	5%	0%	?	-3%	?	nt	1%
C=C(C)Cn1c(SCCCO)nc2c1c(=O)[nH]c(=O)n2C	3%	1%	-14%	-5%	0%	1%	71%[activator]	25%	73%[activator]
CC1Oc2ccccc2N(CC(=O)Nc2ccc(F)cc2)C1=O (stereo not given)	-1%	5%	-5%	-2%	1%	1%	-39%	0%	0%
O=C1N=C(N2CCOCC2)S/C1=C\c1ccc(OS(=O)(=O)c2ccccc2)cc1	14%	1%	26%	?	5%	-26%	?	6%	-22%
COc1ccc([C@H]2C[C@H](O)[C@@H](n3cc(COC(=O)c4ccccc4)nn3)CN2CC2CCCCC2)cc1	?	nt	21%	?	?	?	?	-8%	?
CCOC(=O)C1CCN(C(=O)c2cccc(N3C(=O)NC4CC3(C)Oc3ccc(C)cc34)c2)CC1 (stereo not given)	5%	-21%	2%	-3%	4%	1%	-16%	-2%	-12%
CCCCNC(=O)NNC(=O)c1ccoc1C	-1%	-6%	-8%	11%	0%	8%[9.24 µM]	6%	4%	-1%
Cc1cc(C)n(CC(=O)NNC(=O)CC(C)c2ccccc2)n1 (stereo not given)	-26%	0%	-1%	-5%	0%	-2%	10%	-5%	8%
CN1CCN(CC(=O)N/N=C/c2ccc(F)c(F)c2)CC1	30%	1%	9%	11%	-3%	23%	10%	-2%	-2%
COc1ccc(S(=O)(=O)NCc2cccnc2)cc1NC(=O)c1ccc(Cl)cc1	?	-7%	-11%	-8%	0%	-4%	-20%	0%	3%
COc1ccccc1-c1noc(Cn2cc(S(=O)(=O)N3CCCC3)ccc2=O)n1	1%	-14%	10%	-4%	23%	2%	-28%	2%	0%
Cc1c(CCC(=O)O)c(=O)oc2c(C)c3occ(-c4ccc(Cl)cc4)c3cc12	15%	-9%	10%	-24%	1%	-25%	9%	10%	-2%
N#Cc1ccccc1OCC(=O)OCC(=O)NC1CC1	?	-26%	5%	7%	6%	8%	22%	-6%	4%
CC(=O)c1ccc(S(=O)(=O)Nc2ccc(C(=O)NC3CC3)cc2)cc1	27%	4%	-10%	-3%	-4%	-4%	18%	-9%	4%
O=Cc1c(Cl)nc2ccccn2c1=O	?	?	19%	?	-9%	?	19%	-1%	-13%
CCC(=O)N1CCCC1(C)C(=O)Nc1ccc2c(c1)CCN2C(C)=O (stereo not given)	3%	nt	13%	27%	0%	18%	21%	-11%	1%
COc1ccc(-c2c3c(=O)n(C)c(=O)n(C)c3cn2Cc2ccccn2)cc1	-9%	?	-21%	1%	1%	3%	8%	-6%	4%
CN(CC(=O)Nc1ccc(F)c(F)c1F)C(=O)CCN1C(=O)C2CC=CCC2C1=O (stereo not given)	-13%	nt	-7%	-1%	5%	7%	10%	1%	4%
COC(=O)c1cnn(C(=O)c2cc(OC)ccc2Br)c1N	10%	-10%	-18%	3%	2%	10%	-10%	-3%	-46%
COC(=O)[C@@]12C[C@@H](CC(=O)NCC3CCCCC3)C(=O)N(Cc3ccc4c(c3)OCO4)C1=CCC(C)(C)C2	21µM*	nt	19%	?	?	?	?	nt	-1%
CCOC(=O)c1cnn(-c2ncnc3sc4c(c23)CCC4)c1N	0%	-12%	11%	7%	-1%	13%	2%	-1%	35%[activator]
CC(O)C(NS(=O)(=O)c1ccc(Cl)cc1)C(=O)OCC(=O)Nc1cccnc1Cl (stereo not given)	-5%	4%	-12%	6%	-19%	3%	18%	3%	-1%
COCCNC(=O)c1ccc2c(c1)N(Cc1c(F)cccc1Cl)C(=O)c1ccccc1S2	0%	nt	2%	nt	6%	nt	?	-2%	-2%
Cc1oc2c(c1C(=O)Nc1cccc(C(=O)O)c1)CCCC2	2%	6%	-4%	-1%	-6%	?	-4%	-4%	5%
O=C(Cc1cccc(NC(=O)C2CCN(C(=O)C3CCCCC3)CC2)c1)Nc1cccc(C(=O)N2CCCCC2)c1	1%	-6%	4%	-3%	-1%	-2%	-5%	-3%	-9%

Screening data: PubChem, National Center for Advancing Translational Sciences (NCATS)

Rows were taken by chance; any-hit rate near 9.4%.
